V1R ag counter: V1a receptor agonism, counter-screen for OXTR agonists; P37288; CHO-V1R cells, Fluo-8 calcium fluorescence, agonist mode; 0% DMSO, 100% 3 nM vasopressin; activation, % at 3 µM; hit rate 0.25% among 320,000;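 active = activation above the mean activation of all tested compounds plus 3 SD, per screening run, cut at about 20% in these data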;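 note: signal is peak over basal fluorescence ratio across a 100 second FLIPR read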
Target sequence (P37288 whole entry, looked up): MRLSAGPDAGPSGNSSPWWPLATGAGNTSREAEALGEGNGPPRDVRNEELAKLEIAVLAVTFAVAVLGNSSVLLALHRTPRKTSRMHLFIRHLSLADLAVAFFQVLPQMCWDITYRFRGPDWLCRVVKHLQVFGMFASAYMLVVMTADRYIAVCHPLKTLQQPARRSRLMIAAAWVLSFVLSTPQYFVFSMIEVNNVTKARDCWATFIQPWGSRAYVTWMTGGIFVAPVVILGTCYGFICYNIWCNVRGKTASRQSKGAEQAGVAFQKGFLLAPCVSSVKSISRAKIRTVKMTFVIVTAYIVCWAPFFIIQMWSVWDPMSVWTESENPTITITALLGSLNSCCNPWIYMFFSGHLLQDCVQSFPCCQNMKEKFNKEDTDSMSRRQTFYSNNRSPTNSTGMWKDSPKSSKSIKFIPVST
OXTR ag: human OXTR agonism | P30559 | CHO-OTR cells, Fluo-8 calcium fluorescence; normalized: DMSO 0%, oxytocin 100% | activation, % at 3 µM | hit rate 0.32% among 320,000;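 active = activation above the mean of all tested compounds plus 3 SD, cutoff set per screening run, cut at about 20% in these data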;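 note: peak over basal fluorescence ratio from a 100 s FLIPR kinetic read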
Target sequence (P30559 whole entry, looked up): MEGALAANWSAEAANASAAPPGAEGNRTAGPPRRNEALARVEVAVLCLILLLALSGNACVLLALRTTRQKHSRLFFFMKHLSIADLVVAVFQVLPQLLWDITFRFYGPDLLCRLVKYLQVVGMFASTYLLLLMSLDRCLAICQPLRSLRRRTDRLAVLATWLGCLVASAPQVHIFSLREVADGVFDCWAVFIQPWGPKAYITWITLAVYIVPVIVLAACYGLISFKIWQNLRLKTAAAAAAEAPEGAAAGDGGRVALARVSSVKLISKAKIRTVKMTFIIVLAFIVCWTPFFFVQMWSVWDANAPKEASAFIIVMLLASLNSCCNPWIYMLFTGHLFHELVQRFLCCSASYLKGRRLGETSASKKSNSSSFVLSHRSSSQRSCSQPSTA
OXTR potentiate: potentiators of human oxytocin receptor | activation, % at 3 µM | P30559 | hit rate 0.061% among 320,000 | CHO-OTR cells, Fluo-8 calcium fluorescence, potentiator mode; 0% = oxytocin EC15, 100% = EC100;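 active = activation above that plate's cutoff, the mean activation of tested compounds plus 3 SD, cut at about 6.6% in these data, passing the limit was not always enough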;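 note: 100% uses oxytocin at 75 nM as the full agonist control; some results filed as inactive read as strong as hits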
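Measured by – Fluo-8 calcium dye fluorescence · Test system – human OTR in CHO cells · Dosing – one concentration, 3.0 µM compound · Controls – EC15 oxytocin alone as 0%, 75 nM oxytocin as 100% · Evaluation – normalized max/min fluorescence ratio, % activation · Timing – 6 min pre-incubation, 100 s read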
M1 PAM: potentiates human M1 receptor response to acetylcholine; hit rate 0.088% among 360,000; activation, % at 3 µM; P11229; CHO-K1 hM1, Fluo-8 calcium fluorescence, ACh EC20; 0% = ACh EC20, 100% = maximal ACh; in the data active = activation above about 19%, passing the limit was not always enough
CHRM1 antagonist: human CHRM1 antagonism; hit rate 1.3% among 360,000; inhibition, % at 3 µM; AID 588852; P11229; CHO-K1 hM1, Fluo-8 calcium fluorescence, ACh EC80 antagonist;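 active = percent inhibition above its own plate's cutoff, namely the mean of that plate's compound wells plus 3 SD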;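 note: peak over basal fluorescence ratio during 140 s after agonist addition; 0% = ACh EC80 plus DMSO and 100% = DMSO alone without agonist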
TAAR1 ag: human TAAR1 agonism; activation, % at 3 µM; hit rate 0.99% among 360,000; AID 624467; Q96RJ0; CHO RD-HGA16 TAAR1, Fluo-8 calcium fluorescence; vehicle wells 0%, saturating PEA agonist 100%;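 active = activation above the mean activation of all test compounds in the run plus 3 SD, cut at about 38% in these data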
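Assay system – CHO-derived RD-HGA16 cells with stable Gα16 and human TAAR1 · Compound dosing – one-point dosing at 3 µM (nominal) · Incubation – 17-24 h seeding, 75 min 37 °C dye, 30 min RT · Measured by – kinetic Fluo-8 calcium fluorescence · Control set – DMSO vehicle as 0%, PEA at EC100 as 100% · Repeats – single well for each compound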
CHRM1 agonist: human M1 muscarinic receptor agonism; activation, % at 3 µM; P11229; hit rate 0.33% among 360,000; CHO-K1 hM1, Fluo-8 calcium fluorescence, agonist mode; 0% DMSO, 100% acetylcholine EC100;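 active = activation above the run's mean compound activation plus 3 SD, cut at about 16% in these data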;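 note: peak over basal fluorescence ratio within a 140 s kinetic read after compound addition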
TAAR1 antag: antagonists of human TAAR1; Q96RJ0; CHO RD-HGA16 TAAR1, Fluo-8 calcium fluorescence, antagonist; inhibition, % at 3 µM; hit rate 1.5% among 360,000; AID 624466;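 active = inhibition above a per-plate cutoff, the mean inhibition of test compounds on that plate plus 3 SD, cut at about 49% in these data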;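 note: 0% = DMSO plus EC80 beta-PEA response and 100% = DMSO alone without agonist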
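Test system: CHO RD-HGA16 cells bearing hTAAR1 | Reagent: β-PEA, EC80 | Compound dosing: 3 µM, single point | Schedule: Dye loading 75 min at 37 °C, then 30 min room temperature | Signal: Calcium fluorescence with Fluo-8 | Evaluation: Percent inhibition of PEA-evoked calcium signal, max/basal emission ratio | Control set: DMSO-only wells and EC80 β-PEA-stimulated wells | Repeats: Singlicate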
CHO parental Ca: signal in parental CHO cells, OX1R antagonist counter-screen | AID 463079 | inhibition, % at 5.6 µM | hit rate 0.63% among 330,000 | parental CHO-K1, ATP-induced calcium, Fluo-8 fluorescence;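 active = inhibition above that plate's mean sample inhibition plus 3 SD, cut at about 26% in these data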;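 note: 0% = ATP-challenged DMSO wells and 100% = DMSO wells without ATP; some compounds past the cut are filed as inactive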
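Assay system – parental CHO cells · Reagent – ATP stimulus · Detection – intracellular calcium via Fluo-8 no-wash fluorescent dye · Evaluation – percent inhibition of ATP-evoked calcium rise, normalized to controls · Controls – ATP wells versus no-ATP DMSO wells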
Numbers without * were called inactive; · = not tested or not shown. Compounds were not picked by outcome, and some 3.7% of all compounds hit somewhere here.

SMILES	V1R ag counter	OXTR ag	OXTR potentiate	M1 PAM	CHRM1 antagonist	TAAR1 ag	CHRM1 agonist	TAAR1 antag	CHO parental Ca
O=C(O)c1ccc(N2CC3CC(C2)c2cccc(=O)n2C3)c(NS(=O)(=O)c2cccc(C(F)(F)F)c2)c1 (configuration not stated)	0.9	1.1	-6	-1	6	3	-2	13	1
CC(C(=O)NCC1CCCO1)c1ccc([N+](=O)[O-])cc1 (configuration not stated)	1.3	0.2	-9	14	-7	11	-1	3	-15
CC(OC(=O)C12CC3CC(CC(O)(C3)C1)C2)C(N)=O (configuration not stated)	1.0	1.1	-4	4	-7	16	-5	-4	-1
COC(=O)C1=C(Nc2ccccc2NC(=O)CCCC(=O)O)CSC1	0.3	0.0	4	16	-14	0	-2	-29	-10
COCCn1cnc2c1c(=O)n(Cc1c(F)cccc1Cl)c(=O)n2Cc1ccccc1	0.6	-0.5	-9	7	-5	1	-11	-9	-25
Cc1cc2c(cc(C(=O)N3CCC(C(=O)N4CCCC4)CC3)n2Cc2c(F)cccc2Cl)o1	4.1	1.9	-7	-13	30*	1	-1	-20	-3
c1ccc2c(c1)Oc1ccccc1S2	-0.4	-0.3	-3	13	-19	0	0	8	5
O=C(CO/N=C/c1cccc([N+](=O)[O-])c1)NC1CCCCC1	3.1	0.3	-3	7	-13	0	-10	5	2
CCNC(=O)CC1SC(=Nc2ccc(C)cc2)N(CC)C1=O (configuration not stated)	-0.1	0.5	0	3	-10	1	-4	8	-1
COc1ccc(-c2ccc3c(c2)C2CC3CCN2C(=O)C(C)(C)C)cc1 (configuration not stated)	·	·	·	3	-16	9	-7	-11	·
CCN(CC(=O)Nc1ccc2c(c1)OCCO2)Cc1cc(=O)n2ccsc2n1	-0.9	-1.0	-7	4	-7	2	-6	-28	0
COc1ccc([C@@H]2CC=C(C(=O)O)[C@H](c3ccc(Br)cc3)N2S(=O)(=O)c2ccccc2C)cc1	2.6	1.0	-7	9	-6	0	-6	6	-19
CCOC(=O)N1CCN(C(c2ccccc2)c2sc3nc(C)nn3c2O)CC1 (configuration not stated)	0.5	-0.6	3	9	-27	6	-1	-30	-5
Cc1ccc(-c2nnc(NC3CCCCC3)c3ccccc23)cc1S(=O)(=O)N1CCN(C)CC1	1.2	0.9	-10	-15	18	1	-11	-4	-13
CCc1ccc(CNC(=O)C2CCC(=O)N(CCc3ccc(Cl)cc3)C2)nc1 (configuration not stated)	-0.5	-1.2	-4	-5	7	-2	-5	-26	-3
COCCNC(=O)CCCn1c(=O)c2cc(OC)c(OC)cc2n(CC(=O)NCCC2=CCCCC2)c1=O	-0.4	-0.4	-8	8	-11	1	-8	-12	3
O=C(CCn1c(=S)[nH]c2cc3c(cc2c1=O)OCO3)NCCc1ccccc1Cl	·	·	·	22	-22	74*	1	41	·
COc1cccc2cc(C(=O)N3CCN(c4ncccn4)CC3)c(=O)oc12	-0.1	0.1	-2	7	-7	3	-2	9	-4
CCOC(=O)c1nnn(-c2nonc2N)c1CS(=O)(=O)c1ccccc1	0.3	1.3	-11	11	-9	5	0	5	-22
Cc1noc(C)c1S(=O)(=O)N(CC(=O)Nc1ccc2c(c1)OCCO2)c1ccc(C(C)C)cc1	-0.7	-1.1	-5	1	1	-1	-1	53*	21
CCCCS(=O)(=O)NC1=NCN(CCO)CN1	0.9	2.2	-10	3	0	4	0	8	0
O=C(CCC1CCN(C(=O)c2cccc(Cl)c2F)CC1)Nc1ccccc1	1.6	0.2	-5	-2	-16	4	-4	12	-19
O=C(Cc1ccc(Cl)cc1)N/N=C/c1ccccc1	-0.6	-1.1	1	4	-4	27	-9	3	-9
CCOc1ccc(S(=O)(=O)N2CCOCC2)cc1NC(=O)c1ccccc1F	-0.9	-1.8	-9	9	-4	-3	-5	-8	-2
N/C(=N\OC(=O)COc1ccc([N+](=O)[O-])cc1)c1ccncc1	2.1	0.0	-8	10	-3	7	-8	6	2

The results go on.
SMILES	V1R ag counter	OXTR ag	OXTR potentiate	M1 PAM	CHRM1 antagonist	TAAR1 ag	CHRM1 agonist	TAAR1 antag	CHO parental Ca
O=C(CSc1nc(-c2ccccc2)c(-c2ccccc2)o1)N1CCOCC1	-0.5	-0.2	4	6	-10	8	-4	-7	0
Nc1ccccc1OCCOCCOCCOc1ccccc1N	0.1	-1.2	-8	5	0	1	-3	-21	-24
O=C(CCCC(=O)OCC(=O)c1cccs1)Nc1ccc(Oc2ccccc2)cc1	6.7	2.6	-21	-9	16	8	-3	40	15
CC(=O)Nc1cc(Cl)ccc1OS(=O)(=O)c1ccc(C)cc1	2.9	-1.2	-5	4	-6	3	-6	2	-29
CCSc1nc2ccccc2c(=O)n1CCc1ccc(OC)c(OC)c1	-0.8	-1.8	-8	-10	25*	4	-3	61*	-20
C=CCNC(=O)c1c(Cl)cnn1-c1ccc(C)cc1	0.3	-1.7	3	3	6	8	-4	-4	-6
CC(Sc1nc(=O)cc(N)n1CCc1ccccc1)C(=O)NCc1ccccc1 (configuration not stated)	-0.2	0.9	-8	5	-6	7	-4	4	-27
Cc1c(/C=N/NC(=O)CNc2ccccc2)c2ccccn2c1C(=O)c1ccncc1	5.1	0.2	-2	1	-7	1	-1	13	-5
O=C1NC2(CCCCCC2)C(=O)N1Cc1cccc([N+](=O)[O-])c1	1.1	0.1	-15	1	4	-2	-2	101*	3
CCn1cc([N+](=O)[O-])c(C(=O)Nc2c(C)nn(Cc3cccc(F)c3)c2C)n1	0.8	0.9	-11	-4	2	2	-3	5	-5
CCOC(=O)N1CCC(Nc2c(NCCCN(CC)CC)c(=O)c2=O)CC1	0.8	1.4	2	2	-8	0	-5	2	-5
CC(C)C(=O)Nc1ccnc(-c2cccnc2)n1	2.9	2.4	-6	5	-7	7	-4	-8	-1
Cc1cc(C(=O)NNC(=O)NC(C)C)no1	0.7	1.3	0	0	0	11	-1	2	-5
CCCn1c(CN2CCN(C(C)=O)CC2)nc2cc(S(=O)(=O)N(C)C)ccc21	-0.2	-0.1	-12	13	3	0	3	-3	-20
NS(=O)(=O)c1ccc(NC(=O)CSc2nc3c(c(=O)[nH]2)CCCC3)cc1	0.1	-0.5	0	-4	11	1	-1	-19	-5
COC(C(=O)NC(C(C)C)C(C)C)c1ccccc1 (configuration not stated)	5.5	-1.5	3	9	-13	-1	-6	-1	-14
CN(Cc1ccccc1)S(=O)(=O)c1cn(C)cn1	-0.1	0.1	-10	7	-2	2	0	-4	-5
Cc1nc(Cl)c2oc3ccccc3c2n1	0.3	-0.5	-11	8	-13	1	-2	-9	-5
CC1(C)CC(=O)C/C(=N/NC(=O)COc2ccc(Cl)cc2Cl)C1	0.4	-0.5	3	17	-3	0	2	-14	-13
O=S(=O)(Nc1ccc(Cl)cn1)c1ccc(F)cc1	-0.1	-0.8	5	5	-4	2	-1	1	0
Clc1ccc(-c2ncc3ccccn23)c(Cl)c1	-1.6	-1.3	-8	7	-14	0	-5	-6	-22
CCOC(=O)COc1ccsc1C(=O)OC	-1.2	-1.1	-4	5	-4	0	-5	4	-6
CC(=O)Nc1ccc(OCc2cccc([N+](=O)[O-])c2)cc1	3.9	1.1	-4	11	-1	5	-1	0	-9
O=C(NCCc1csc(-c2cccnc2)n1)c1cccc(Cl)c1	4.8	4.8	-12	12	-2	9	2	9	-12
Cc1ccc(N2CCN(S(=O)(=O)c3c(C)nc4scc(C)n4c3=O)CC2)c(C)c1	2.5	-0.5	-11	-1	-9	2	-2	-19	-16

(continued)
SMILES	V1R ag counter	OXTR ag	OXTR potentiate	M1 PAM	CHRM1 antagonist	TAAR1 ag	CHRM1 agonist	TAAR1 antag	CHO parental Ca
CC(=O)c1cc2c(cc1NC(=O)Cc1ccsc1)OCO2	-0.7	-1.6	-4	5	-5	7	-7	-28	-18
O=C(COc1ccccc1[N+](=O)[O-])Nc1cccc(S(=O)(=O)NC2=NCCCCC2)c1	3.5	2.5	-2	5	-11	14	1	22	1
CCOC(=O)C1CCN(C(=O)CCCn2c(=O)c3cccn3c3cccnc32)CC1	0.1	-0.5	2	0	-6	3	-3	-11	-21
Cc1nc(C(=O)Nc2ccc(Cl)cc2Cl)nn1-c1cc(OC(C)C)c(Cl)cc1Cl	3.8	1.6	-7	2	5	-1	-3	-4	-8
Cc1nc2scc(C)n2c(=O)c1S(=O)(=O)Nc1ccc(OC(F)(F)F)cc1	10	8.8	-3	13	-14	35	7	-19	-10
CCCCC1(c2ccc(F)cc2)NC(=O)N(CC(=O)Nc2ccc(N3CCOCC3)cc2)C1=O (configuration not stated)	12	21*	-11	9	-2	37	16*	29	5
CCn1c(C)cc(C=C2C(=O)c3ccccc3C2=O)c1C	·	·	·	8	-7	2	-5	13	·
Cc1cc(OCC(=O)NNC(=O)c2cccc(F)c2)ccc1Cl	2.0	1.8	-1	-8	15	13	-3	-25	-6
Cc1ccc(OCC(=O)Nc2ccc3c(c2)OCCO3)cc1C	2.0	-0.3	4	7	-4	7	-3	9	-13
COc1ccc(N2CCN(C(=O)CCCn3c(=O)[nH]c4ccsc4c3=O)CC2)cc1	0.9	0.2	-6	11	-9	3	0	5	-2
O=C(NNS(=O)(=O)c1ccccc1[N+](=O)[O-])c1cccc(Cl)c1	2.3	-0.1	1	3	0	2	-6	-15	-5
CC(=O)O/N=C(\N)Cc1ccc(-c2csnn2)cc1	0.7	0.7	4	16	-18	1	-1	-5	-8
N#CCc1c(C#N)c(N)nc(Nc2ccccc2)c1C#N	1.4	1.5	4	3	-19	2	1	-13	10
CCn1nnnc1-c1ccc(OC)c(S(=O)(=O)Nc2ccc(OC)cc2)c1	0.0	0.3	2	-5	2	0	-3	-14	-14

Structural class, the compounds so far containing an NH in an aromatic ring.
SMILES	V1R ag counter	OXTR ag	OXTR potentiate	M1 PAM	CHRM1 antagonist	TAAR1 ag	CHRM1 agonist	TAAR1 antag	CHO parental Ca
O=C(CCn1c(=S)[nH]c2cc3c(cc2c1=O)OCO3)NCCc1ccccc1Cl	·	·	·	22	-22	74*	1	41	·
NS(=O)(=O)c1ccc(NC(=O)CSc2nc3c(c(=O)[nH]2)CCCC3)cc1	0.1	-0.5	0	-4	11	1	-1	-19	-5
COc1ccc(N2CCN(C(=O)CCCn3c(=O)[nH]c4ccsc4c3=O)CC2)cc1	0.9	0.2	-6	11	-9	3	0	5	-2

Assay outcomes from PubChem.
